SDO1 yeast rescue: growth rescue of sdo1-depleted yeast, primary screen, S. cerevisiae, bone marrow failure model. 140,000 compounds, 0.21% hits. z-score at 10 µM. S. cerevisiae sdo1-depleted JHY4D growth rescue, OD600 30 h; stronger effect = higher value; pdr5 snq2 efflux-pump mutant strain;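 active means z-score above 3 at both the 24 hr and the 30 hr optical density reads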;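 further: z-score against mean and SD of all compound wells on the same plate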
Insulin prom inh: inhibitors of insulin promoter-driven GFP, primary screen, imaging, TRM-6 cells (human fetal islet line), eGFP reporter, cell count; inhibition, % at 2 µM; 130,000 compounds, 0.9% hits; reporter expression induced with tamoxifen;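 active means inhibition above the mean plus 3 SD, with well images judged a real hit on visual review, cut at about 60% in these data, passing the limit was not always enough; inconclusive means inhibition over the cutoff but images rejected on review; inactive means inhibition not above the cutoff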
SDO1 yeast rescue Rescue 24 h: further read-out of SDO1 yeast rescue, marked with its call; z-score; S. cerevisiae sdo1-depleted JHY4D growth rescue, OD600; measured here: growth rescue at 24 h;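 0 is the plate mean of compound wells and units are plate SD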
* marks the source's active call; other numbers are inactive results; ? = inconclusive; nt = no result given. No enrichment for hits. Share with any hit: about 0.91%.

SMILES | SDO1 yeast rescue | SDO1 yeast rescue Rescue 24 h | Insulin prom inh
O=C(c1ccco1)N1CCN(C2CC(=O)N(c3ccc4c(c3)OCO4)C2=O)CC1 (stereo not given) | 0.67 | 0.59 | 31
O=C(/C=C/c1ccc2c(c1)OCO2)NCCSCc1c(Cl)cccc1Cl | -1.5 | -1.3 | -7
Cc1cc(NC(=O)c2cnn3cccnc23)no1 | 1.6 | 1.6 | -162
CC(C)c1ccc(Nc2nc(NCc3ccco3)nc(N3CCOCC3)n2)cc1 | 0.15 | 0.2 | nt
CCCCNC(=O)c1ccc(NC(C)=O)c(Cl)c1 | nt | nt | -12
c1ccc(Cn2nnc3c(N4CCCCCC4)ncnc32)cc1 | -0.28 | 1.7 | nt
COc1cc(C)c(C)cc1S(=O)(=O)N1CCN(Cc2ccc3c(c2)OCO3)CC1 | -1.3 | -0.97 | -57
Cc1cc(C)c2sc(N(CCN(C)C)C(=O)c3cc(Cl)sc3Cl)nc2c1 | nt | nt | 22
CC(C)N1CCN(Cc2ccc(C#CC(C)(C)O)cc2)CC1CCO (stereo not given) | nt | nt | -13
CCN(c1ccc2c(c1)OCO2)S(=O)(=O)c1cc(Br)cc2c1N(C(C)=O)CC2 | -1.6 | -1.6 | -47
Cc1onc(-c2ccccc2)c1C(=O)NC(=S)NNC(=O)c1ccc(O)cc1O | -0.41 | -0.44 | 57
COc1ccccc1N1CCN(C(c2ccccc2Cl)c2nnnn2C(C)(C)C)CC1 (stereo not given) | -0.95 | -0.14 | nt
O=c1[nH]c2ccccc2nc1-c1cccs1 | 0.13 | 0.35 | nt
Cc1ccsc1/C=N/Nc1nc(Cl)c(Cl)cc1Cl | -1.2 | -1.1 | 19
Cc1cccc(C(C)C)c1NC(=O)c1ccc(CN(c2ccccc2)S(=O)(=O)c2ccccc2)cc1 | -0.76 | 0.23 | nt
CCOc1cc(/C=N/NC(=O)c2c(-c3ccccc3)noc2C)ccc1O | nt | nt | 12
Cc1cccc(OCCC(=O)NCC(=O)Nc2c(C)cccc2C)c1 | 1.1 | 0.68 | nt
Cn1nc([N+](=O)[O-])nc1Oc1ccccc1 | 1.5 | 1.2 | 24
COCCNC(=O)C(c1ccc(C)o1)N(CCOC)C(=O)Cn1nnc2ccccc21 (stereo not given) | nt | nt | 27
Cn1c(SCC(=O)N2CCCCC2)nc2cccnc21 | 1.2 | 1.4 | -12
O=C(Nc1ccc(Cl)cn1)c1ccc(-c2cc(Cl)ccc2Cl)o1 | -0.66 | 0.63 | -3
Cc1ccc(Nc2cc(C)nn2-c2nc(C)cc(C)n2)cc1 | -1.2 | 0.12 | -19
CCN(CC)C(=O)C1CCN(Cc2cn(C)nc2-c2ccc(Oc3ccccc3)cc2)CC1 | nt | nt | 7
O=C1CCCc2c1[nH]c1ccc(CN3CCCCC3)cc21 | 1.3 | 0.77 | -8

Reprinted at random: 2 entries already listed, in no set order.
SMILES | SDO1 yeast rescue | SDO1 yeast rescue Rescue 24 h | Insulin prom inh
Cc1onc(-c2ccccc2)c1C(=O)NC(=S)NNC(=O)c1ccc(O)cc1O | -0.41 | -0.44 | 57
Cc1cc(NC(=O)c2cnn3cccnc23)no1 | 1.6 | 1.6 | -162

Six entries from above, sorted by the number in SDO1 yeast rescue Rescue 24 h, largest number first:
SMILES | SDO1 yeast rescue | SDO1 yeast rescue Rescue 24 h | Insulin prom inh
c1ccc(Cn2nnc3c(N4CCCCCC4)ncnc32)cc1 | -0.28 | 1.7 | nt
O=C1CCCc2c1[nH]c1ccc(CN3CCCCC3)cc21 | 1.3 | 0.77 | -8
Cc1cccc(OCCC(=O)NCC(=O)Nc2c(C)cccc2C)c1 | 1.1 | 0.68 | nt
Cc1onc(-c2ccccc2)c1C(=O)NC(=S)NNC(=O)c1ccc(O)cc1O | -0.41 | -0.44 | 57
O=C(/C=C/c1ccc2c(c1)OCO2)NCCSCc1c(Cl)cccc1Cl | -1.5 | -1.3 | -7
CCN(c1ccc2c(c1)OCO2)S(=O)(=O)c1cc(Br)cc2c1N(C(C)=O)CC2 | -1.6 | -1.6 | -47

(next part)
SMILES | SDO1 yeast rescue | SDO1 yeast rescue Rescue 24 h | Insulin prom inh
CCCC(C(=O)NCc1ccccc1)N(C(=O)Cn1nnc(-c2cccs2)n1)c1ccc2c(c1)OCCO2 (stereo not given) | -0.54 | -0.16 | 62
COc1ccc(C(=O)CSc2ccc3nnc(-c4cccnc4)n3n2)cc1 | nt | nt | 18
C1CCN(Cc2nnnn2CC2CCCO2)CC1 (stereo not given) | nt | nt | -23
O=C(NCc1ccccn1)C(=O)Nc1ccccc1 | nt | nt | -17
Cc1nc(SCC(=O)c2cc3ccccc3oc2=O)c(C#N)c(C)c1C(=O)Nc1ccccc1 | -0.54 | 1 | -23
CCCCN1C2CCCC1CC(NC(=O)N(C(C)C)C(C)C)C2 (stereo not given) | nt | nt | -267
CCCc1cc(-c2n[nH]c(=S)n2Cc2ccccc2)cs1 | -1.1 | -0.7 | -3
C=CCOc1ccc(/C=C2\C(=N)N3N=C(S(=O)(=O)CC)SC3=NC2=O)cc1OC | nt | nt | 12
CCCNC(=S)N1CCN(C(c2ccccc2)c2ccccc2)CC1 | -1.1 | 0.32 | 26
CN1CCC(=NNC(=O)C(=O)NC2CCCCC2)CC1 | 0.72 | 0.03 | 17
CC(=O)c1cccc(NC(=O)c2nccnc2C(=O)O)c1 | 0.5 | 0.23 | ?
CC(C(=O)Nc1ncc2c(n1)CC(C)(C)CC2=O)N1C(=O)c2ccccc2C1=O (stereo not given) | 1.6 | 0.77 | -30
CC1=C(C(=O)OCc2ccccc2)C(c2ccc(Cl)cc2)NC(=O)N1CCCCCC(=O)O (stereo not given) | -0.2 | -0.52 | 24
O=C(c1ccc(Cl)c(F)c1F)N1CCCC1 | 0.24 | -0.32 | 60
Nc1nc(NCc2ccco2)nc(N2CCCCCC2)c1[N+](=O)[O-] | -0.85 | -0.69 | -10
Cc1ccc2nc(CSc3nnc(Cc4cccs4)n3C3CCCCC3)cc(=O)n2c1 | -1.7 | -1.4 | nt
Cc1ccc(S(=O)(=O)Cn2nnnc2C(CC(C)C)N2CCN(c3ccc(F)cc3)CC2)cc1 (stereo not given) | -1.1 | -0.84 | -10
COC(=O)COc1ccc(S(=O)(=O)N2CCOCC2)cc1C | 0.41 | -0.54 | -60
COc1ccccc1CNC(=O)c1cc2sccc2n1C | -0.56 | 0.32 | nt
CC(C)CCn1c(NCCN(C)C)nc2c1c(=O)[nH]c(=O)n2C | -0.41 | 0.13 | nt
COc1ccc2[nH]c(=O)c(CN(CCN(C)C)C(=O)NCc3ccccc3)cc2c1 | 0.7 | -0.27 | nt
CCc1ccc(C(=O)N/N=C/c2cccc3ccccc23)nc1 | -0.65 | -0.43 | 31
CCc1nnc(NC(=O)CN2CCN(c3nc(-c4ccccc4)cs3)CC2)s1 | -0.32 | -0.08 | -7
COc1ccc(C2CC(c3ccc(F)cc3)Nc3nc(N)nn32)cc1 (stereo not given) | -0.44 | -1.2 | nt
COCC(=O)Nc1ncc(S(=O)(=O)c2ccc([N+](=O)[O-])cc2)s1 | nt | nt | 45
O=C(CCNS(=O)(=O)c1cccc2nsnc12)NCCC1=CCCCC1 | 0.54 | 0.96 | nt
COc1ccc(C(=O)c2ccc(Cl)cc2Cl)cc1 | 0.49 | -0.24 | -38
COc1ccc(/C=C2/SC(=O)N(NS(=O)(=O)c3ccccc3)C2=S)cc1OC | -0.04 | 0.23 | 25
Cc1c(Cl)cccc1NC(=S)N(CCCN1CCOCC1)Cc1ccco1 | nt | nt | -47
Cc1nn(-c2cc(N3CCNCC3)ccc2[N+](=O)[O-])c(=O)c2ccccc12 | -1.1 | -0.82 | 26
Cc1nc(/N=C(\N)NC(=O)c2ccccc2)nc2ccccc12 | -1.1 | -1.4 | -7
CN(C(=O)COC(=O)C1CCN(S(=O)(=O)c2cccs2)CC1)C1CCS(=O)(=O)C1 (stereo not given) | 0.54 | 0.11 | 43
CC(C)N(C(=O)CN1C(=O)C(=O)c2ccccc21)c1ccccc1 | nt | nt | 25
Cc1cc2nc(SCC(=O)Nc3ccccc3C(=O)O)[nH]c2cc1C | nt | nt | -20
COc1ccc2nc(SCC(=O)Nc3ccc4c(c3)CCC4)[nH]c2c1 | -0.91 | -0.99 | nt
O=C(NC1=NCCS1)c1ccc([N+](=O)[O-])cc1Cl | nt | nt | 29
O=C(Nn1c(-c2ccc(Cl)cc2)nc2ccccc2c1=O)c1cccnc1Cl | 0.6 | 0.56 | -19
Cc1ccc(S(=O)(=O)/C(C#N)=C/c2c[nH]c3ccccc23)cc1 | -1.4 | -0.51 | -9
CCc1nnc(SCCSc2nnc(CC)n2N)n1N | 0.25 | -0.82 | -15
O=C1NC(=O)C2(CCc3ccccc32)N1 (stereo not given) | -0.26 | -0.05 | nt
COC(=O)CN(c1ccc2c(c1)OCO2)S(C)(=O)=O | 1.1 | 0.84 | -10
CCCCNC(=O)c1cn(-c2ccc(OCC)cc2)c(=O)c2cc(OC)c(OC)cc12 | -0.65 | -1.3 | 34
C=CCN(CC=C)S(=O)(=O)c1ccc(C(=O)Nc2nc3c(s2)CCc2ccccc2-3)cc1 | 0.48 | 0.97 | 19
Cc1sc2ncn(-n3c(C)ccc3C)c(=O)c2c1C | -0.35 | -1.1 | -73
COc1ccc(NC(=O)c2cc(F)cc(F)c2)cc1Cl | 0.01 | -0.47 | 27
COc1ccccc1N1CCN(C(=O)C(=O)N/N=C/c2ccccc2F)CC1 | 1.2 | 0.28 | -57
OC1(c2cccc(F)c2)CCN(Cc2ccncc2)CC1 | 0.45 | -0.32 | 14
CC(C)Cn1c(-c2ccc(C#N)cc2)nc2c1c(=O)[nH]c(=O)n2CC(C)C | 0.06 | -0.15 | -23
CS(=O)(=O)N(CCc1ccccc1)CC(=O)NCc1ccc2c(c1)OCO2 | -0.43 | -0.93 | -15
O=C(Nc1cc(Oc2ccc(Cl)cc2)cc([N+](=O)[O-])c1)c1ccco1 | -1.5 | -0.75 | 10
O=C(COc1ccccc1)Nc1ccccc1N1CCN(c2ccccc2)CC1 | -0.48 | 0.17 | 6
CCOc1ccc(S(=O)(=O)Nc2ccc(S(=O)(=O)N3CCOCC3)cc2)cc1 | 0.87 | 1.1 | -10
O=C(Nc1ccon1)c1cccc(C(F)(F)F)c1 | 1.3 | 1.4 | 34
COc1ccc(-c2cc(N)n(S(=O)(=O)c3c(F)c(F)c(F)c(F)c3F)n2)cc1OC | -2.8 | -1.6 | 50
Cc1nn(C)c(C)c1CN(C)C(=O)c1cc2nc(-c3ccco3)cc(C(F)(F)F)n2n1 | 0.75 | 0.39 | -3
O=C(Nc1cc(F)cc(F)c1)c1ccc(NCCCN2CCCCCC2)c([N+](=O)[O-])c1 | nt | nt | 0
COc1ccc2c(c1)C(=O)[C@H](O)[C@@H](c1ccc(OC)c(Br)c1)O2 | -1 | -0.81 | 15
COc1ccc(-c2oc3ncn(CCN4CCOCC4)c(=N)c3c2-c2ccc(OC)cc2)cc1 | -1.4 | -1 | -21
C=CCOC(=O)c1[nH]c2c(c1C)C(=O)CC(c1ccco1)C2 (stereo not given) | -0.18 | -0.2 | nt
Cc1csc(SCC(=O)Nc2cccc(S(=O)(=O)N3CCOCC3)c2)n1 | nt | nt | -43
Further entries:
SMILES | SDO1 yeast rescue | SDO1 yeast rescue Rescue 24 h | Insulin prom inh
O=S(=O)(c1ccc(F)cc1)n1ccc2cccnc21 | -0.18 | -0.08 | 50
O=C(Nc1cccc(C(=O)O)c1)/C(=C/c1ccc2c(c1)OCO2)NC(=O)c1cccc(Br)c1 | nt | nt | 53
COc1ccccc1NC(=S)N1CCOCC1 | -1.2 | -1.6 | -35
CCOP(=O)(OCC)c1nc(-c2cccc3ccccc23)oc1NCc1ccc(OC)cc1 | nt | nt | -79
COc1cc(C)c(Cl)cc1S(=O)(=O)NCCCN1CCOCC1 | -0.06 | -0.15 | 39
CCc1ccccc1NC1=NCC(=O)N1C1CCCCC1 | -0.41 | -0.57 | 22
CSCCC1NC(=O)N(CC(=O)Nc2ccc(N3CCCCC3)cc2)C1=O (stereo not given) | -0.39 | -0.44 | nt
Cc1ccc([N+](=O)[O-])cc1NC(=O)Cc1cccs1 | nt | nt | 56
CCn1c(/C=C/c2c(C)[nH]c3ccccc23)nc2ccccc2c1=O | -0.76 | 0.13 | 0
COc1ccc(N2C(=O)C(O)C2c2ccc(C)cc2)cc1 (stereo not given) | -0.23 | -0.01 | 43
COc1ccc2c(c1)c(=O)oc1cc3oc(C)c(C)c3cc12 | -0.18 | -0.18 | -20
CCC1COC(c2cccn2Cc2ccc(Cl)cc2)=N1 (stereo not given) | nt | nt | 18
CCOC(=O)NC(NC(=S)Nc1ccccc1[N+](=O)[O-])C(Cl)(Cl)Cl (stereo not given) | -0.34 | -0.44 | 10
CCOC(=O)C1(CCc2ccccc2)CCN(C2Cc3ccccc3C2)CC1 | nt | nt | -15
Cc1nc(N2CCOCC2)c2c(C)c(C(=O)Nc3ccc(F)cc3Cl)sc2n1 | nt | nt | -50
CCC1=NC(c2ccccc2)N(O)C1(C)C (stereo not given) | 0.65 | 0.05 | -22
COc1ccccc1N1CCN(C(=O)CSc2ccc3c(C)cc(C)nc3n2)CC1 | -0.01 | -0.23 | 24
COC(=O)c1cc(NC(=O)CN2C(=O)CSC2=O)ccc1Cl | 0.84 | 1.2 | -9
CCOC(=O)c1cc(-c2nnc(SCC(=O)Nc3ccc(F)cc3)o2)c(C)nc1C | -0.1 | -0.17 | nt
COc1ccc(CCNC2CCN(C)CC2)cc1OC | 1.9 | 1.9 | 15
CC1(C)CCc2nc(SCc3ccccc3)c(C#N)cc2C1 | -0.55 | -0.99 | 6
Cc1ccc(-c2nnc(N(C)C(=O)c3ccccn3)s2)cn1 | -0.49 | -0.82 | 43
